From PubChem
Mot1-301 SUMO – inhibitors of SUMOylation pathway: yeast Mot1-301 growth rescue; S. cerevisiae Mot1-301 growth rescue, ATP luminescence, 38.5C; percent above DMSO median, 100 means doubled; growth rescue, % at 18.8 µM; hit rate 1% among 320,000;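 active means every valid replicate shows activation above 250% relative to neutral control wells; inactive means the rest, any valid replicate at or below 250%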;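 further: OY570 slx delta 5 strain wells were the positive control but not used for scaling; some compounds called inactive have numbers as strong as hits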
PKA-R1A activ – activates the PKA-R1A holoenzyme complex; PKA-R1A dissociation, Cy5-IP20 fluorescence polarization; scaled: DMSO 0%, 113 µM cGMP 100%; activation, % at 11.4 µM; P00514+P68181; AID 504707; hit rate 0.083% among 340,000;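 active means percent activation above the mean of all tested compounds plus 3 SD, cut at about 19% in these data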;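 further: higher means more PKAc released from R1A so a rise in polarization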
E coli growth – counter-screen for AddAB inhibitors: E. coli growth inhibition | E. coli V3065 growth, OD600 absorbance, 18 h | inhibition, % at 11.9 µM | hit rate 0.27% among 330,000;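 active means inhibition above the campaign's mean inhibition across all tested compounds plus 3 SD, cut at about 9.9% in these data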;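 further: uninfected addAB+ strain grown without phage in ampicillin broth; 0% = DMSO wells and 100% = ciprofloxacin 0.95 µg/ml wells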
MOR-DOR ag – agonists of human mu-delta opioid receptor heterodimerization; cells, OPRM1-OPRD1 heterodimerization, luminescence; activation, % at 9.3 µM; hit rate 0.3% among 340,000; P35372+P41143; in the data active means activation above about 18%;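 further: 0% = vehicle-treated cells and 100% = reference agonist; values of inactives mirror those of a sister screen read the other way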
phage Ecoli inh – E. coli growth loss with phage present; growth absorbance; inhibition, % at 11.9 µM; hit rate 0.26% among 360,000; AID 651602; in the data active means inhibition above about 11%
AddAB inh – less growth of phage-infected E. coli with AddAB | AID 435030 | E. coli expressing H. pylori AddAB, absorbance growth | hit rate 0.29% among 330,000 | inhibition, % at 11.9 µM; in the data active means inhibition above about 12%;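 further: 0% = vehicle wells of infected cells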
Tat transport – inhibitors of E. coli Tat protein transport; E. coli MC4100 TorA-mCherry Tat export, fluorescence; inhibition, % at 10 µM; hit rate 0.036% among 340,000;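 active means mean replicate inhibition at least 50% and at least half of replicates individually reaching 50%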;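 further: exported cargo escapes ClpAP degradation while cytoplasmic cargo is degraded and loses fluorescence; 0% = median of neutral control wells and 100% = median of NaSCN control wells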
OPRM1-OPRD1 inv – mu-delta opioid heterodimer inverse agonism. P35372+P41143. cell-based MOR-DOR heterodimer luminescence. inhibition, % at 9.3 µM. hit rate 0.21% among 340,000. AID 504357; in the data active means inhibition above about 22%, passing the limit was not always enough;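 further: 0% = cells with DMSO and 100% = wells without cells with DMSO; values of inactives mirror those of a sister screen read the other way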
DSG3 Ab inh – inhibitors of pemphigus antibody binding to human desmoglein-3. P32926. DSG3-coupled beads, scFv-anti-DSG3-GFP binding, flow cytometry; active compounds read low. binding (percent of control), % at 10 µM. hit rate 0.48% among 310,000;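 active means binding more than 3 SD below its plate's average and above zero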;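 further: hits lower antibody fragment binding to DSG3; some compounds called inactive have numbers as strong as hits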
Target sequence (P32926 whole entry, looked up, the tested form may be a part): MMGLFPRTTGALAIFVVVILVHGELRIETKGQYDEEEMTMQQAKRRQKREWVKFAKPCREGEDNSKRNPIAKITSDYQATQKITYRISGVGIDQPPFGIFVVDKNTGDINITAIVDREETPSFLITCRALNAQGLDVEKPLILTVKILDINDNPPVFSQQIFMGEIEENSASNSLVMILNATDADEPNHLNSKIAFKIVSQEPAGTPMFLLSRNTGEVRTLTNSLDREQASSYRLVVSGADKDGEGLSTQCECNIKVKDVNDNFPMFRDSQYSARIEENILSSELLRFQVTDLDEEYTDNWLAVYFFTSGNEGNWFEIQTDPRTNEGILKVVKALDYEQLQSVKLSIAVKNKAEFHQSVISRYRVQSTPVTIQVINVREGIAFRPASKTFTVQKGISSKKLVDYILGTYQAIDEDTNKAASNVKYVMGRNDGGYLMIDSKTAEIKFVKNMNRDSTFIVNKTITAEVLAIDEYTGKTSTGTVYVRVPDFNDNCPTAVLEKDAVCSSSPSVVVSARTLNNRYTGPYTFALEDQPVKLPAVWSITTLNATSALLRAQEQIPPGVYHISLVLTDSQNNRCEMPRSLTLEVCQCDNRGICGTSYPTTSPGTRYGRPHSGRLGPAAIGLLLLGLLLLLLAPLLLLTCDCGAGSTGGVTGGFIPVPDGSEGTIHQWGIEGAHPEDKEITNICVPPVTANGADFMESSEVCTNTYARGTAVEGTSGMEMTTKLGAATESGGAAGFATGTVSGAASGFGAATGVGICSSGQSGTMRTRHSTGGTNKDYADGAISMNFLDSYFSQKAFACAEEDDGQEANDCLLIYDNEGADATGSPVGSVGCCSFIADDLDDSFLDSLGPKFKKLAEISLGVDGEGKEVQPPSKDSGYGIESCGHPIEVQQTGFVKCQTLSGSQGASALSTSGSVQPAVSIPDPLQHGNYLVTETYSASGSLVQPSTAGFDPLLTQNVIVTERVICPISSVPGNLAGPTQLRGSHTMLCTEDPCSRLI
Arr AP2 block – inhibitors of human beta-arrestin and AP2 interaction | FITC-arrestin peptide / GST-AP2 beads, flow cytometry; AP2 beta2 appendage carries R879A mutation | inhibition, % at 10 µM | hit rate 0.31% among 340,000;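 active means inhibition above a set limit, near 3 SD of compounds lacking own fluorescence, cut at about 54% in these data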;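 further: plate controls were DMSO wells for no effect and 5 µM unlabelled arrestin peptide for full effect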
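system = GST-tagged AP2 beta2-adaptin appendage (R879A) on 4 µm glutathione beads | reagent = FITC-labelled arrestin peptide probe, 50 nM final | schedule = compound with beads 12 min RT, then probe 1 h RT | signal = HyperCyt-sampled flow cytometry, FL1 channel, ex 488/em 535 nm | read-out = percent response from loss of bead-bound FITC fluorescence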
PfHsp90 yeast 2 – inhibits growth of yeast expressing Plasmodium falciparum Hsp90 | inhibition, % at 9.4 µM | S. cerevisiae expressing PfHsp90, BacTiter-Glo ATP, 48 h; yeast lacking PDR1 and PDR3 efflux regulators | hit rate 0.32% among 310,000;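 active means every replicate shows inhibition above about 80%, whatever the replicate mean, limit read from the data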;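 further: 0% = DMSO neutral controls and 100% = 20 µM radicicol positive controls; yeast relying on Plasmodium falciparum Hsp90 in place of its own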
An asterisk follows results filed as active; / = not tested or not shown.

SMILES	Mot1-301 SUMO	PKA-R1A activ	E coli growth	MOR-DOR ag	phage Ecoli inh	AddAB inh	Tat transport	OPRM1-OPRD1 inv	DSG3 Ab inh	Arr AP2 block	PfHsp90 yeast 2
CC1(C)CCc2nc(SCc3ccccc3)c(C#N)cc2C1	11	-12	1.2	0.1	1.1	0.7	-1	0	/	-4	/
COc1cc(C(=O)Nc2ccc(S(=O)(=O)Nc3cc(C)on3)cc2)cc(OC)c1OC	/	-5	2.3	-2.9	3.3	3.3	-5	15	102	-4	0
COC(=O)c1ccc(NC2=C(Cl)C(=O)OC2OC(=O)c2ccccc2)cc1 (stereo not drawn)	/	3	2.7	4.2	3.6	-2.8	-4	-21	101	-2	-33
CC(C)(C)OC(=O)NCCCC[C@H](NC(=O)c1nc[nH]c1C(=O)NCc1ccccc1)C(=O)OC(C)(C)C	12	-12	-1.8	6.1	1.0	-0.5	19	-34	94	-7	-9
N#Cc1cc2cc3c(cc2nc1SCC(=O)N1CCOCC1)OCCO3	303	-1	0.8	1.9	2.2	4.4	-4	-16	96	-3	-11
Cc1cc(Br)c2nc3c(c(C(=O)O)c2c1)CCCCC3	-5	1	-0.3	1.5	3.1	3.5	0	-8	104	-3	4
Cc1c(N=N/C(C(=O)Nc2ccccc2)=C(/O)c2ccccc2)c(=O)n(-c2ccccc2)n1C	7	-11	-1.8	-2.2	5.6	-3.1	1	13	101	18	15
N#C/C(=C\c1ccc([N+](=O)[O-])o1)C(=O)Nc1ccc(F)cc1	323*	1	2.5	11	0.3	-0.3	-1	-51	103	10	106*
CCOC(=O)C1=C(COC(=O)CNC(=O)c2ccccc2F)NC(=O)NC1C (stereo not drawn)	2	2	0.1	-0.1	2.8	-0.7	4	1	98	27	-26
COc1ccc(-c2cc(CCCC(=O)NCCc3ccc(OC)cc3OC)no2)cc1	13	5	0.5	-1.4	2.0	1.2	4	8	100	0	/
Cc1cc(SCc2cccc(C(F)(F)F)c2)nc(=O)[nH]1	-26	0	2.2	-0.6	/	-1.1	3	3	99	-1	-24
COC(=O)CSc1ccccc1C(=O)OC	-17	-1	-0.6	-2.6	2.6	-0.6	7	15	103	6	7

The final 2 compounds of the part before are carried over, then new ones follow.
SMILES	Mot1-301 SUMO	PKA-R1A activ	E coli growth	MOR-DOR ag	phage Ecoli inh	AddAB inh	Tat transport	OPRM1-OPRD1 inv	DSG3 Ab inh	Arr AP2 block	PfHsp90 yeast 2
Cc1cc(SCc2cccc(C(F)(F)F)c2)nc(=O)[nH]1	-26	0	2.2	-0.6	/	-1.1	3	3	99	-1	-24
COC(=O)CSc1ccccc1C(=O)OC	-17	-1	-0.6	-2.6	2.6	-0.6	7	15	103	6	7
O=C(NCC1CCCO1)C1CCCCN1S(=O)(=O)c1ccc(F)cc1 (stereo not drawn)	139	0	0.0	-1.7	0.1	-1.6	-3	10	/	22	5
Cc1ccsc1/C=C/C1=Cc2c(sc(NC(=O)CSc3n[nH]c(N)n3)c2C#N)C(C)(C)C1	-3	-4	-1.6	-0.8	0.3	0.7	-5	4	70*	26	3
CN(C(=O)C12CC3CC(CC(C3)C1)C2)C1(C)CCS(=O)(=O)C1 (stereo not drawn)	-10	2	1.4	-2.0	2.6	0.0	-5	12	97	10	-22
O=C(Nc1nc(-c2nc3ccccc3s2)cs1)c1ccc(S(=O)(=O)N2CCOCC2)cc1	139	-12	-3.0	7.1	-3.2	0.7	-1	-41	98	-3	-1
Cc1ccnc(NS(=O)(=O)c2ccc(NS(=O)(=O)c3cc(Cl)ccc3Cl)cc2)n1	7	0	3.2	-0.9	1.6	1.4	3	4	103	8	5
CCOC(=O)C1CCN(C(=O)c2cc3cc(F)ccc3[nH]2)CC1	-16	-3	/	0.1	2.7	/	-1	0	111	-23	8
COc1ccc(NS(=O)(=O)c2cccc(C(=O)NN=Cc3ccc(O)c(OC)c3)c2)cc1	-15	-8	-2.7	-2.2	-0.2	-2.6	-5	12	98	29	/
Cc1cc(NN)nc2ccc(Cl)cc12	1	-10	0.4	-2.4	4.8	0.4	-3	13	97	27	-1
CCOC(=O)C1=C(COC(=O)C2CC(=O)N(CCc3ccccc3)C2)NC(=O)NC1C (stereo not drawn)	12	4	2.3	-0.7	-0.8	1.5	1	3	104	4	5
CCOC(=O)c1[nH]c2c(c1-c1ccccc1)C(=O)CC(c1ccc(Cl)cc1)C2 (stereo not drawn)	-16	-5	0.3	-0.4	2.7	3.5	-2	2	93	1	-16
CC(C)(/C=N/O)/[N+]([O-])=C/C=[N+](\[O-])C(C)(C)/C=N/O	-2	-8	2.7	-3.2	-1.3	3.1	-7	15	95	5	/
Cc1ccc(C(=O)N2CCN(Cc3ccc4c(c3)OCO4)CC2)o1	-6	4	1.7	-0.3	2.5	1.8	3	2	/	6	16
O=C(CCOc1ccc(F)cc1)Nc1nccs1	3	-4	-0.3	-4.5	1.1	4.1	8	22	/	-3	-18
COc1ccc(C(=O)CSc2ccc3nnc(-c4cccnc4)n3n2)cc1	-14	2	-0.7	-4.4	0.8	0.0	1	20	107	8	15
CCCC(C(=O)NCc1ccccc1)N(C(=O)Cn1nnc(-c2cccs2)n1)c1ccc2c(c1)OCCO2 (stereo not drawn)	-33	-4	-3.3	-0.6	1.7	-0.5	-7	3	102	5	8
C1CCN(Cc2nnnn2CC2CCCO2)CC1 (stereo not drawn)	1	3	-0.5	-2.8	3.1	2.1	-1	14	107	-21	-2
CCCCc1ccc(NC(=O)c2c(C)noc2C)cc1	2	-8	0.3	4.4	3.4	4.8	2	-20	97	12	-8
O=C1CCCc2c1[nH]c1ccc(CN3CCCCC3)cc21	1	-7	0.0	-1.4	1.4	0.9	-1	8	102	-5	-2
COc1ccc(Cc2nnc(SCC(=O)N3CCCCC3)o2)cc1	248	-14	-1.3	-0.8	3.9	-0.9	-8	5	103	-7	23
CCOc1ccccc1NC(=O)C1CCCN(S(=O)(=O)c2ccc(-n3cnnn3)cc2)C1 (stereo not drawn)	-9	0	-0.5	0.9	-0.9	-1.1	-13	-8	103	17	28
COc1cc2c(cc1NC(=S)Nc1ccccc1C)oc1ccccc12	-4	0	-1.5	3.6	0.3	3.7	4	-18	/	1	-14
C=CCn1c(SCC(N)=O)nnc1-c1cc2c(s1)CCC(CC)C2 (stereo not drawn)	-3	-7	1.3	-1.1	3.2	1.5	-5	5	76	-6	-8
Cc1ccccc1C(=O)OC(C)C(=O)NCc1ccc2c(c1)OCO2 (stereo not drawn)	0	-3	0.5	0.8	0.8	2.8	0	-3	90	29	/
Cc1cc(C)nc(/N=C(\N)Nc2ccc3c(c2)OCCO3)n1	-5	0	-0.1	-1.2	6.7	2.4	10	9	105	-2	-9
CCOC(=O)Cn1nnnc1CN1CCN(c2ccc(OC)cc2)CC1	160	5	1.3	-3.9	1.7	3.8	-12	19	103	-11	17
CN(CC(=O)O)S(=O)(=O)c1ccc2[nH]c(=O)c(=O)[nH]c2c1	244	0	-0.7	-3.4	-0.1	0.8	-2	18	90	9	13
O=C(NCc1ccccn1)C(=O)Nc1ccccc1	-16	9	0.2	-1.1	-3.2	-1.5	-2	6	107	5	-17
CC(/C=N/NC(=O)COc1ccccc1C)=N\NC(=O)COc1ccccc1C	3	6	2.3	-4.0	1.2	1.1	-8	21	99	2	9
O=[N+]([O-])c1ccc(S(=O)(=O)N2CCN(Cc3ccco3)CC2)cc1	-14	8	0.4	3.8	-1.0	5.1	7	-27	/	17	18
CN(C)C(CNC(=O)c1cccc(S(=O)(=O)Nc2ccccc2Cl)c1)c1ccco1 (stereo not drawn)	4	-9	-1.1	0.8	3.4	-0.1	3	-3	100	-2	-24
CCN(CC)Cc1c(O)c(Cl)cc2c(C)c(C)c(=O)oc12	-1	-9	-2.3	-0.8	-0.4	0.5	-2	4	98	3	3
CCCc1cc(-c2n[nH]c(=S)n2Cc2ccccc2)cs1	14	2	-0.9	7.0	1.9	0.3	11	-38	101	-2	3
COc1ccc(CCNC(=O)COC(=O)c2cc(=O)c3ccccc3o2)cc1	1	11	-0.5	-0.8	3.4	-0.7	1	3	103	7	0
CC(=O)Nc1ccc(NC(=O)COC(=O)c2n[nH]c3ccccc23)cc1	0	-2	1.2	-0.6	4.6	3.4	-13	3	95	10	15
Cc1cccc(NC(=O)COC(=O)CCc2ccc(S(=O)(=O)N3CCOCC3)cc2)c1C	-5	1	-0.6	-1.8	2.1	0.5	0	8	98	-8	9
COc1ccc(-c2ccnc3ncnn23)cc1	17	3	0.5	-2.8	2.1	3.5	6	13	/	-5	6
COC(=O)C(C)Sc1ccc2nnc(CCNS(=O)(=O)c3ccccc3)n2n1 (stereo not drawn)	/	-12	1.9	-1.5	3.6	0.2	-4	8	99	-5	3
O=C1c2ccccc2NC(c2cc(Cl)cc(Cl)c2O)N1Cc1cccnc1 (stereo not drawn)	114	-2	-1.2	-1.0	0.9	-2.3	-5	5	99	-11	-10
Cc1ccc(C(=O)Nc2ccc(C(=O)N3CCCCC3)cc2)cc1	-13	10	-0.3	0.0	2.6	0.2	-14	0	88	-3	/
O=c1[nH]c(=S)[nH]cc1Oc1ccc(Cl)cc1Cl	/	4	/	-1.6	-0.5	/	-7	8	90	7	-14
O=C(Nc1ccc([N+](=O)[O-])cc1)Nc1nc(-c2ccc(Cl)s2)cs1	-1	-2	5.0	-4.3	8.9	6.2	-3	22	97	/	1
COc1ccc(NC(=O)CSc2ccc3nnc(-c4cccnc4)n3n2)cc1	-11	9	-2.9	-3.6	2.8	4.6	-6	12	109	27	-23
CCc1noc(C)c1C(=O)N1CC(C)SC1=Nc1ccc(Cl)cc1 (stereo not drawn)	-31	-1	2.5	0.8	0.3	2.4	1	-3	107	26	-24
COCCNC(=O)C(c1ccc(C)o1)N(CCOC)C(=O)Cn1nnc2ccccc21 (stereo not drawn)	9	-7	1.1	-5.1	0.9	3.7	-2	24	90	-5	17
O=C(Nc1cccc(Br)c1)c1cc(=O)c2ccccc2o1	337	-19	-0.3	-3.1	1.9	2.7	-3	16	105	12	4
CCC1C(=O)n2nc(-c3ccccc3)cc2N=C1C (stereo not drawn)	263	4	-0.9	0.8	1.2	3.7	-8	-5	98	5	/
O=[N+]([O-])c1cn(Cc2ccccc2)cn1	0	-9	1.0	-1.0	6.2	3.5	-17	6	101	-10	-8
Cc1cc(C)cc(C(=O)NCC(=O)OCC(=O)NCC(F)(F)F)c1	8	-4	-0.8	-0.7	2.1	-0.7	8	3	92	32	8
Cc1ccc(OCC(=O)OC(C)C(=O)NC2CCCCC2C)cc1C (stereo not drawn)	-12	-5	-0.9	-3.0	2.7	1.1	7	12	98	-3	/
C/C=C/C1=CC(=O)C[C@H](c2ccc3c(c2)OCO3)C1	21	-8	1.0	-2.3	3.6	1.2	2	13	103	-5	11
